# Bioassay records (PubChem BioAssay)
# hIAP inh: blocks human intestinal alkaline phosphatase | P09923 | purified IAP, CDP-Star luminescence, 30 min | inhibition, % at 10 µM | 330,000 tested, 0.12% active;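 active = inhibition reaching a set limit with compound at 10 µM in the primary screen, cut at about 35% in these data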;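 also: plate controls were DMSO wells with enzyme for no effect and no-enzyme buffer wells for full effect; values of inactives mirror those of a sister screen read the other way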
# MPTP inh: permeability transition pore inhibition; isolated mouse mitochondria, Ca2+ swelling absorbance, 30 min; inhibition, % at 10 µM; 360,000 tested, 1.4% active;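 active = inhibition of 50% or more, scaled per plate between neutral and stimulator controls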;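 also: 0% = DMSO wells given calcium and 100% = 1 mM EGTA wells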
# MIN6 prolif: induces beta-cell replication in MIN6 cells; MIN6 cells proliferation, ATPlite luminescence, 48 h; cells starved in 0.2% serum; 100% = growth in 10% serum; proliferation, % at 10 µM; 330,000 tested, 0.29% active; AID 2380;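 active = compounds whose signal lies at least 3.5 SD above the mean of all wells on their plate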;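 also: 0% = DMSO-treated cells in low-serum medium and 100% = 10% serum control; some compounds called inactive have numbers as strong as hits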
# hIAP activ: human IAP activation. activation factor at 10 µM. P09923. purified human IAP, CDP-Star luminescence, 30 min; active compounds read high; 1 = vehicle-only enzyme, 0 = enzyme-free background. 330,000 tested, 0.16% active. AID 2524;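 active = activation factor of the enzyme at least 2-fold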; also: the source names both 10 and 20 µM as test concentration; values of inactives mirror those of a sister screen read the other way
# A3G deaminase: inhibitors of human APOBEC3G DNA deaminase; inhibition, % at 20 µM; recombinant A3G, ssDNA deamination FAM/TAMRA fluorescence; 330,000 tested, 0.28% active;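 active = inhibition of at least 40% at 20 µM, with no more than 30% in the related APOBEC3A deaminase screen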;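 also: plate controls were DMSO wells with A3G for no effect and wells lacking A3G enzyme for full effect; some compounds called inactive have numbers as strong as hits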
# Target sequence (Q9HC16 whole entry, looked up): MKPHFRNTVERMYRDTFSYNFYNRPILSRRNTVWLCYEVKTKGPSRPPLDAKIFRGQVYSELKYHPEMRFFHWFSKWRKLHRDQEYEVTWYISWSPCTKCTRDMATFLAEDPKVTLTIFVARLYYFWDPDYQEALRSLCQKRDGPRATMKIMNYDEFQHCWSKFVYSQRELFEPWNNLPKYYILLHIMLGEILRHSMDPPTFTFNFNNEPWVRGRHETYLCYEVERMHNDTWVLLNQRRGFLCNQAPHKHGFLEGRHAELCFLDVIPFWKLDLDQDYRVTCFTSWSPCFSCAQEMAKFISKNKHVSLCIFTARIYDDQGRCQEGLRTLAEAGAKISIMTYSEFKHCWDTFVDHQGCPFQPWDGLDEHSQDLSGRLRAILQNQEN
# mIAP activ: mouse IAP activation. muIAP, CDP-Star luminescence, 30 min; active compounds read high; 1 = vehicle-only enzyme signal, 0 = enzyme-free wells. activation factor at 10 µM. 330,000 tested, 0.24% active. AID 2805;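 active = activation factor of at least 2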; also: the source names both 10 and 20 µM as test concentration; values of inactives mirror those of a sister screen read the other way
#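 System: Mouse IAP enzyme | Also added: CDP-Star substrate | Dosing: Compounds dispensed in DMSO | Schedule: 30 min enzyme-substrate-compound incubation at room temperature | Technique: Chemiluminescence readout | Control set: DMSO-only wells and no-enzyme negative control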
# APOBEC3A inh: blocks human APOBEC3A ssDNA deamination; P31941; recombinant A3A, FAM/TAMRA ssDNA deamination fluorescence; inhibition, % at 20 µM; 330,000 tested, 0.41% active; AID 493011;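 active = at least 40% inhibition at 20 µM here, with at most 30% in a related deaminase screen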;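 also: plate controls were A3A with DMSO for no effect and wells lacking A3A enzyme for full effect; some results filed as inactive read as strong as hits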
# Target sequence (P31941 whole entry, looked up): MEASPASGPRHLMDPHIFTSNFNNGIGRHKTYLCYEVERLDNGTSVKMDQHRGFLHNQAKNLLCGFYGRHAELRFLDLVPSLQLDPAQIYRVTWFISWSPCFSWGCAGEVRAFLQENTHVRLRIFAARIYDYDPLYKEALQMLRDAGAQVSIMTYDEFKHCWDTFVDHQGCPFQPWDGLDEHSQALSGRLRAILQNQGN
# mIAP block: mouse IAP inhibition | AID 2806 | 330,000 tested, 0.2% active | inhibition, % at 10 µM | purified mouse IAP, CDP-Star luminescence, 30 min;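 active = inhibition of at least 40% at 10 µM in the primary screen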;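 also: plate controls were DMSO with enzyme for no effect and no enzyme wells for full effect; values of inactives mirror those of a sister screen read the other way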
# GRIN3A LBD mod: modulators (binders) of human NR3A ligand-binding domain; AID 1259313; Tm shift relative to glycine control, % at 25 µM; NR3A LBD differential scanning fluorimetry, Tm shift; 0% = protein alone, 100% = glycine-bound protein; 340,000 tested, 2.5% active;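 active = melting temperature shift of at least 10% of the positive control shift, at one fixed dose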
# * hit, by the source's call; / = not tested or not shown; & = joins results of further samples.
SMILES,hIAP inh,MPTP inh,MIN6 prolif,hIAP activ,A3G deaminase,mIAP activ,APOBEC3A inh,mIAP block,GRIN3A LBD mod
Cc1ccnc2c1ccc1cccnc12,-45,1.4,-7,1.4,-7,0.99,-2,1,-2
O=C(Nc1ccc2c(c1)OCO2)c1c(Cl)nc2sccn12,-2,-1.6,-5,1,-6,0.98,-1,2,0
CCc1ccccc1NC(=O)CN(C)C(=O)c1cccc(S(=O)(=O)N2CCCCCC2)c1,-2,-1.0,-4,1,-11,1.1,-4,-8,0
Cc1ccccc1OCC(=O)Nc1sc2c(c1C#N)CC(C)(C)NC2(C)C,16,-0.4,-3,0.84,-12,0.97,-2,3,-2
O=C(CN1CCN(Cc2ccccc2)CC1)Nc1ccccc1,-26,-0.2,-2,1.3,-11,0.79,-5,21,0
O=S(Cc1ccccc1)CC(O)(c1ccccc1)c1ccccc1 (stereo unspecified),-4,2.4,-2,1,-5,1.1,-2,-14,0
CCCCNC(=O)c1onc(CSc2cccc(Cl)c2)c1C(=O)O,6,0.5,-5,0.94,1,0.95,2,5,-16
COc1ccc(NC(=O)c2cc(S(=O)(=O)N3CCc4ccccc43)cn2C)cc1OC,8,-1.8,2,0.92,-2,1,1,-3,-1
C/C(CC(C)C)=N/Nc1ccc([N+](=O)[O-])cc1[N+](=O)[O-],17,2.3,-1,0.83,-6,0.91,-2,9,6
CCn1ncc(CN2CCCC(C(=O)c3cccc(OC(C)C)c3)C2)c1C (stereo unspecified),-60,-1.2,0,1.6,-2,0.95,1,5,0
CCOc1cc(/C=N\Nc2nc(Nc3ccccc3)nc(N3CCOCC3)n2)ccc1OC(=O)c1ccco1,-18,0.1,0,1.2,-4,1.1,1,-6,5
OCCCNc1nc(-c2ccccc2)nc2c1oc1ccccc12,-16,1.6,1,1.2,-5,1,-2,-4,-17
COc1ccccc1C(=O)Nc1ccc(C(=O)O)cc1,7,-1.7,0,0.93,-2,1,-3,0,-1
CN(Cc1ccccc1)C(=O)C1CCCN(c2ncnc3c2nc2n3CCCCC2)C1 (stereo unspecified),-12,0.2,-4,1.1,2,0.95,-2,5,-3
COc1ccccc1N1CCN(C(=O)C2CCN(S(=O)(=O)c3ccc4c(c3)CC(C)N4C(=O)C3CC3)CC2)CC1 (stereo unspecified),2,0.0,6,0.98,-9,1,-5,-4,-1
Cc1ccc(Cl)cc1NC1=C/C(=N\S(=O)(=O)c2cccs2)c2ccccc2C1=O,29,13&46,-6,0.71,-4,0.89,3,11,-18&-11
CC(=O)c1ccc(NC(=O)CS(=O)(=O)c2cn(CC(=O)N3CCOCC3)c3ccccc23)cc1,10,-0.3,-3,0.91,2,1,5,-3,5
COc1ccc(CCNC(=O)CCn2c(=O)oc3ccccc32)cc1OC,-8,-0.2,3,1.1,-11,1.1,-2,-6,-2
C=CCn1c(C(c2ccccc2)c2ccccc2)n[nH]c1=S,-10,0.6,0,1.1,0,0.95,-2,5,-3
CC(C)(C)c1csc(NC(=O)Cc2cccs2)n1,-18,0.3,-1,1.2,-2,0.91,14,9,0
CC1CCC2(CC1)NC(=O)N(CC(=O)NCCc1ccccc1)C2=O (stereo unspecified),-10,0.3,1,1.1,-5,1,-2,-4,1
COc1ccccc1C(=O)NC(=O)CSc1nc(C)cs1,-15,-0.4,0,1.1,-3,0.95,-1,5,-2
Cc1cccc(C)c1NC(=O)CS(=O)CC(=O)NC1CCCc2ccccc21 (stereo unspecified),-3,3.4,-2,1,-2,1.1,-2,-11,-1
CCn1c(C)cc(/C=C2/SC(=S)N(CC(=O)O)C2=O)c1C,16,-4.5,-4,0.84,-8,0.83,-6,17,0
O=C(NC(=S)Nc1ccc2ncccc2c1)c1ccccc1,-1,-0.8,-2,1,-7,0.9,-1,10,0
Cc1ccc2c(c1)C1C[N+](C)(CC(=O)Nc3ccccc3Cl)CCC1N2C(=O)c1ccccc1Cl (stereo unspecified),8,1.1,-2,0.92,-10,1,-5,-3,-1
O=C(NC1=NCCS1)NC12CC3CC(CC(C3)C1)C2,3,-0.5,1,0.97,-5,1,1,-4,0
O=C(Nc1nnc(C2=COCCO2)o1)c1ccc(S(=O)(=O)N2CCCCC2)cc1,-1,1.2,-2,1,0,0.92,-1,8,-1
Cc1cccc(C(=O)NC(C)C(c2cccs2)N2CCOCC2)c1 (stereo unspecified),-4,0.4,-4,1,-8,0.99,-2,1,1
O=C(N/N=C/c1cccnc1)c1cccc(N2CCCC2=O)c1,-27,0.4,-3,1.3,-8,0.96,-3,4,-3
COC(=O)CN1C(C)=Nc2ccc(C)cc2C1c1ccccc1 (stereo unspecified),-25,-2.2,-1,1.3,-5,0.97,-2,2,-1
CCOC(=O)[C@@H]1[C@H]2COc3ccccc3[C@H]2N2C(=O)N(c3ccc(C(F)(F)F)cc3)C(=O)[C@]12C,-30,95*,-7,1.3,-14,1.2,-4,-22,-3
Cc1cc(C)cc(CC2CC(=O)N(c3cc(C)ccc3C)C2=O)c1 (stereo unspecified),2,12,-1,0.98,-5,1.1,-5,-12,-2
CCOc1ccc(C(=O)NCC(C)CN(C)C)cc1OCC (stereo unspecified),8,-0.6,0,0.92,0,1,5,-1,-1
O=C(NCc1ccco1)c1ccc(F)c(S(=O)(=O)N2CCCCC2)c1,0,-0.5,-1,1,-9,1,-4,0,3
Cc1cc(=O)[nH]c(SCC(=O)Nc2ccccc2[N+](=O)[O-])n1,-15,1.2,0,1.1,-3,1,-1,0,0

# The final 4 records of the part before lead into the next:
SMILES,hIAP inh,MPTP inh,MIN6 prolif,hIAP activ,A3G deaminase,mIAP activ,APOBEC3A inh,mIAP block,GRIN3A LBD mod
Cc1cc(C)cc(CC2CC(=O)N(c3cc(C)ccc3C)C2=O)c1 (stereo unspecified),2,12,-1,0.98,-5,1.1,-5,-12,-2
CCOc1ccc(C(=O)NCC(C)CN(C)C)cc1OCC (stereo unspecified),8,-0.6,0,0.92,0,1,5,-1,-1
O=C(NCc1ccco1)c1ccc(F)c(S(=O)(=O)N2CCCCC2)c1,0,-0.5,-1,1,-9,1,-4,0,3
Cc1cc(=O)[nH]c(SCC(=O)Nc2ccccc2[N+](=O)[O-])n1,-15,1.2,0,1.1,-3,1,-1,0,0
CC(=O)C[C@@H](O)CC(=O)[C@@H]1OC(=O)[C@H](C)CCCCc2ccccc21,-15,0.6,2,1.2,-5,0.97,-2,3,2
O=S(=O)(c1ccc(Sc2nnc3ccccn23)nc1)N1CCOCC1,-17,0.9,-2,1.2,-2,0.93,-2,7,1
CCOC(=O)c1sc2nc(-c3ccccc3)ccc2c1N,-4,3.5,-5,1,-2,1.3,-1,-27,5
O=C(CSc1nc2[nH]ncc2c(=O)n1-c1ccccc1)N1CCCc2ccccc21,-45,/,-2,1.4,-6,0.94,-2,6,0
CCC1(c2ccccc2)NC(=O)N(CC(=O)Nc2cc(S(=O)(=O)N3CCCCC3)ccc2N(C)C)C1=O (stereo unspecified),2,-1.7,4,0.98,-8,1.1,-1,-7,3
C(#Cc1ccccc1)C[N+]1(CC#Cc2cccc3ccccc23)CCCC1,2,3.0,-6,0.98,-10,1,-3,-2,-1
O=C(Nc1cccc(Cl)c1)Nc1ccccc1-n1ccnc1,16,21,-3,0.84,-6,1.1,-3,-14,-2
CCCC1=C(C(=O)OCC)C(c2ccncc2)n2ncnc2N1 (stereo unspecified),18,0.4,0,0.82,-5,0.97,-1,2,2
O=C(NNC(=S)Nc1ccc(OC(F)F)cc1)c1cc2c(s1)CCCC2,-2,3.6,0,1,-5,0.94,1,6,1
O=C(N/N=C/c1cc(Br)ccc1O)C(c1ccncc1)N1CCOCC1 (stereo unspecified),-8,-0.7,0,1.1,-1,0.84,1,16,-3
CCOc1ccccc1C(=O)NCCCCCC(=O)O,13,0.5,-1,0.87,-1,0.96,-2,4,2
Cc1ccc(/C=C/C(=O)Nc2cc(C)on2)cc1,6,0.3,0,0.94,-4,1,-3,-5,1
CC(NC(=O)Cn1cc2c(n1)CCCCC2)c1ccccc1 (stereo unspecified),-2,-1.7,-3,1,-1,0.91,0,9,-2
CCCCCOc1ccc(NC(=O)C(=O)NCCCn2ccnc2)cc1,-23,4.4,-4,1.2,-6,1,-6,0,0
O=C(O)c1c(-c2ccccc2)c2oc3ccccc3c2[nH]c1=O,6,1.5,-3,0.94,-1,1,0,-1,1
O=c1[nH]c(CSc2ncnc3sccc23)nc2ccccc12,-5,0.3,-2,1.1,-6,1,-5,-2,0
COc1ccc(-c2cc(C(=O)NC3CCCC3)no2)cc1OC,13,-1.4,0,0.87,-4,0.83,-2,17,0
COc1cc2c(C(=O)N3CCN(c4cccc(Cl)c4)CC3)cn(CC(C)C)c(=O)c2cc1OC,-27,0.8,-4,1.3,-4,1.1,-2,-11,-1
Cc1cc(N2CCCCC2)nc2ccccc12,-5,-1.3,-1,1.1,-11,1.1,-8,-12,0
O=S(=O)(c1ccc(F)cc1F)N1CCCN(c2ccc(C(F)(F)F)cn2)CC1,1,1.2,-1,0.99,-9,1,-1,-2,1
O=C(COC(=O)[C@@H]1CCCN1C(=O)c1cccs1)Nc1ccc(Br)cc1,6,0.3,-3,0.94,-6,1,-1,-1,-3
Cc1ccc(S(=O)(=O)N2CCN(c3cc4c(cc3[N+](=O)[O-])n(C)c(=O)n4C)CC2)cc1,1,2.5,1,0.99,-3,0.95,14,5,-1
O=C(NCCO)c1nc(C(=O)c2ccccc2)c2ccccc2n1,-23,-0.3,-3,1.2,-2,0.89,1,11,-1
CC(C)c1c(C(=O)N/N=C/c2ccccc2OCc2c(F)cccc2Cl)nnn1-c1nonc1N,-5,0.2,-4,1,-5,0.9,-1,10,13*
CCc1ccccc1NC(=O)CN1C(=O)C2CCCN2c2ncc(Cl)cc21 (stereo unspecified),3,-6.6,-6,0.97,4,1.1,3,-12,-2
Cc1cc(C)n(CCNC(=O)c2ccco2)n1,-15,2.9,3,1.1,-4,1.1,-2,-8,-1
O=C(/C=C/c1cccs1)NCc1ccccc1,-8,8.7,-1,1.1,3,1.1,-10,-8,-1
COc1ccc(N2CCN(C(=O)CSc3nc(C)cs3)CC2)cc1,-13,-1.2,-2,1.1,-2,1,0,-4,0
CC(Nc1nc(-c2ccc(F)cc2)cs1)c1nc2cc(Cl)c(N3CCCCC3)cc2n1CCCO (stereo unspecified),20,1.9,-8,0.8,-9,0.92,-4,8,2
CCOc1ccccc1OCCOc1ccc(F)cc1,-19,-0.7,-2,1.2,-8,1.1,-6,-6,3
Cc1c(-c2ccc(/C=N/NC(=O)C(=O)Nc3ccccc3F)o2)cccc1[N+](=O)[O-],-8,7.5,-3,1.1,-5,0.94,1,6,1
Cn1c(SCc2c(F)cccc2Cl)nc2ccccc2c1=O,-2,3.8,1,1,-8,0.96,-3,4,0
O=C(c1ccco1)N(Cc1ccccc1)Cc1ccccn1,7,0.1,3,0.93,7,1.1,1,-8,0
C=CCNC(=O)CN(CCc1ccccc1)S(=O)(=O)c1ccccc1,-21,0.0,-1,1.2,-6,1,-3,-1,1
NNC(=O)c1ccc(COCC(F)(F)F)cc1,-2,0.8,2,1,-6,0.96,-4,4,-2
O=C(ONC1=NCCCCC1)c1ccc([N+](=O)[O-])cc1,-6,0.1,2,1.1,0,0.94,-1,6,-1
CCOC(=O)c1oc2ccccc2c1COC(=O)CNC(=O)c1cc(OC)c(OC)c(OC)c1,-2,-0.5,-3,1,-9,0.98,4,2,2
